High-throughput results from PubChem BioAssay.
Cneo AK release = Cryptococcus neoformans lysis via adenylate kinase release | C. neoformans lysis, adenylate kinase release luminescence, 4 h; normalised: neutral wells 0, clomiphene wells 100 | lysis activity, % at 15 µM | hit rate 0.2% among 360,000 | AID 651654;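 active = mean lysis activity across replicates of at least 80%, whatever share of replicates individually reach that level; inactive = mean lysis activity below 80%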
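Signal: Adenylate kinase release luminescence | Assay system: Log-phase Cryptococcus neoformans yeast cells | Input: Cells at 5 × 10^6 per mL | Buffer or medium: Fresh YPD growth medium | Compound: Single dose | Schedule: Static 4 h at 37 °C with compound, 1 h detection | Controls: Clomiphene | Read-out: Luminescence rise reflecting yeast cell lysis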
ARNT-TACC3 inh = disrupts binding between human ARNT and TACC3. AlphaScreen His-ARNT PAS-B/GST-TACC3 binding, luminescence; TACC3 fragment carries E629A point mutation. inhibition, % at 9.99 µM. hit rate 0.66% among 390,000. AID 623870;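 active = mean inhibition of replicates at least 50% and at least half of replicates each reaching 50%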;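 also: 0% = complete ARNT plus TACC3 wells and 100% = ARNT alone without TACC3; many hits fall short of the cut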
Statin myotox sup = suppression of simvastatin myotoxicity; C2C12 myotubes + simvastatin, ATP luminescence, 48 h; scaled: DMSO 0, geranylgeraniol control 100; rescue of ATP level, % at 7.49 µM; hit rate 0.78% among 330,000;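 active = mean ATP rescue above about 67%, or every replicate alone reaching that limit, limit read from the data, passing the limit was not always enough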;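 also: myotubes were challenged with 10 µM simvastatin during compound exposure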
esBAF inh = inhibitors of esBAF chromatin remodeling in mouse ES cells; Bmi1-luciferase knock-in reporter, 24 h; 100% = twice the neutral-well signal; hit rate 2% among 350,000; reporter increase, % at 12.5 µM; in the data active = activation above about 40%;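 also: 0% = median of the plate's neutral control wells and 100% = double that signal; a rise in the Bmi1 reporter signal indicates esBAF inhibition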
ERp5 inh = blocks human ERp5 reductase activity on insulin; Q15084; AID 651711; inhibition, % at 9.99 µM; ERp5 insulin aggregation, absorbance 650 nm, 90 min; hit rate 0.05% among 350,000;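 active = mean replicate inhibition above about 25%, with every replicate also reaching it, limit read from the data, passing the limit was not always enough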
Target sequence (Q15084 whole entry, looked up): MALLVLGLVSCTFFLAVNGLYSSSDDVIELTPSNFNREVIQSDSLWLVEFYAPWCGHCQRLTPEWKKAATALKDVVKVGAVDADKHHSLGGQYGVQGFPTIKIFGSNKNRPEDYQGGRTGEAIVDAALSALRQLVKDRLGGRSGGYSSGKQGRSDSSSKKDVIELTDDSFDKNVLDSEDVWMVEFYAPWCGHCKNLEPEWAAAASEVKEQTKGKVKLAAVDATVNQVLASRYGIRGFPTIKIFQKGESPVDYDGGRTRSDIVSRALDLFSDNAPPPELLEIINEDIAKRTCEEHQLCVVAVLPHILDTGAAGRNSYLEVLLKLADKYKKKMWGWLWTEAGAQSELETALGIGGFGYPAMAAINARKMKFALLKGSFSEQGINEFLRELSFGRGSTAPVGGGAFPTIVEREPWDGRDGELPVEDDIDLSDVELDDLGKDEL
SIRT5 block = sirtuin-5 (human) deacylase inhibition | hit rate 1.1% among 330,000 | inhibition, % at 15 µM | Purified SirT5, succinyl-peptide AMC, trypsin-coupled fluorescence | AID 652115; in the data active = inhibition above about 15%
Target sequence (Q9NXA8 whole entry, looked up): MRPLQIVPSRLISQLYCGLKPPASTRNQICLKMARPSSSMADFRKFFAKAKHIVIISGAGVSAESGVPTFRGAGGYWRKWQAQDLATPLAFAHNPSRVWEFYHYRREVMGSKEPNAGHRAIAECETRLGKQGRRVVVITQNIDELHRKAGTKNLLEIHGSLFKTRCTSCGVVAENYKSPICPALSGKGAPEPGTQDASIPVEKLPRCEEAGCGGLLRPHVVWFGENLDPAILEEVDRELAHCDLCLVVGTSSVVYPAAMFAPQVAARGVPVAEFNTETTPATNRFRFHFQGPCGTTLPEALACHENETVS
miR-122 sensor = blocks miR-122 activity in Huh7 sensor cells. Huh7 miR-122 Renilla luciferase sensor, 48 h; neutral wells = 0, positive control = 100. activation (reporter increase), % at 12.5 µM. hit rate 0.3% among 340,000. AID 602342;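 active = mean replicate activation score at least 90 and every replicate individually at or above 90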;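 also: higher luciferase means less miR-122 activity so hits act as miR-122 inhibitors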
* = called active by the depositor; · = not tested or not shown; [ ] = another dose, or the depositor's remark.

molecule | miR-122 sensor | SIRT5 block | ERp5 inh | Cneo AK release | esBAF inh | Statin myotox sup | ARNT-TACC3 inh
Cc1cc(C)cc(N(CC(=O)N2CCN(c3ccccc3)CC2)S(=O)(=O)c2c(C)noc2C)c1 | 3 | · | -12 | 0 | -3 | 5 | 2
CC(=O)c1cccc(S(=O)(=O)N2CCC(C(=O)OC3CCOC3=O)CC2)c1 (stereo unspecified) | -1 | -4 | 0 | 1 | -4 | -2 | 0
CNC(=O)/C(=C\C=C\c1ccccc1)NC(=O)c1ccc([N+](=O)[O-])cc1 | 10 | 4 | 4 | 1 | 0 | 28 | 25
O=C(N/N=C/c1ccc2c(c1)OCO2)c1cc(-c2ccccc2)nc2ccccc12 | · | -5 | 4 | · | · | · | 12
COc1ccc(OC)c(-n2c(C)cc(C=O)c2C)c1 | -1 | -2 | 2 | 2 | -7 | 3 | -1
CO[C@@H]1CN(C)C(=O)c2cc(NS(=O)(=O)c3cccc(F)c3)ccc2OC[C@@H](C)N(Cc2cc(F)ccc2F)C[C@@H]1C | 3[16.7 µM] | 2 | -2 | 15 | -1 | 30 | -6
Cc1ccc(NC(=O)CSCC(=O)Nc2ccc(N3CCOCC3)cc2N2CCOCC2)cc1 | 0 | 10 | -1 | -2 | 1 | -4 | -6
CC(=O)N1CC(C)Sc2ccc(S(=O)(=O)NCCc3ccccc3)cc21 (stereo unspecified) | 72 | -1 | 0 | 6 | 30 | -1 | 1
Cc1cc(C)n2nc(SC(C)C(=O)Nc3ccc(Cl)cn3)nc2n1 (stereo unspecified) | 7 | 5 | 0 | 2 | 2 | 2 | -1
Cc1ccc(-n2nc3c(=O)n(CC(=O)NCc4cccs4)nc(C)c3c2C)cc1 | -3 | 0 | · | -5 | 1 | 18 | 15
O=C(Cn1cnc2ccccc21)Nc1ccc2c(c1)OCCCO2 | -15 | 2 | 5 | 4 | 17 | -19 | -1
COC(=O)/C(C(C)=O)=C(\C=C\N(C)C)N(C)C | -3 | 3 | 3 | -1 | -7 | 5 | 3
O=C(CNC(=O)c1ccc([N+](=O)[O-])cc1)N/N=C\c1ccc(OC(=O)c2ccccc2)cc1 | 0 | · | · | -2 | -5 | -7 | 18
COc1ccc(C2=Nn3c(nnc3-c3ccccn3)SC2)cc1 | 16 | 0 | 9 | -2 | 4 | 9 | 82*
CCn1c(SCC(=O)c2ccc(O)c(O)c2)nnc1-c1ccccc1 | -1 | · | · | · | 45* | -2 | -6
COCC(=O)N(C[C@@H]1N[C@@H](CO)[C@@H]1c1ccc(C2=CCCCC2)cc1)C(C)C | 29[16.7 µM] | 0 | -2 | 18 | -1 | -10 | -2
CCCNC(=O)N(C)C[C@H]1Oc2cc(C3=CCCC3)ccc2S(=O)(=O)N([C@H](C)CO)C[C@H]1C | · | 4 | 0 | -3 | -12 | -5 | 5
CC(C)(C)c1cc(C(F)(F)F)nc(SCCCNC(=O)c2ccco2)n1 | -5 | · | · | 0 | -38 | · | 2
Cc1cc(C(=O)COC(=O)c2cnccn2)c(C)n1-c1ccc(Br)cc1 | -2 | -1 | 6 | -2 | 3 | 17 | -3
COc1ccccc1N1CCN(c2ccc3cc(S(=O)(=O)N4CCCCC4)ccc3n2)CC1 | 5 | 1 | · | 4 | -6 | 6 | -5
CCCC#Cc1ccc([C@H]2[C@@H](CO)N3CCCCN(S(=O)(=O)c4ccccc4C)C[C@@H]23)cc1 | 5[16.7 µM] | 0 | 5 | -1 | · | · | -1
Cc1onc(-c2ccccc2)c1C(=O)N1CCN(S(=O)(=O)c2ccc(OC(F)(F)F)cc2)CC1 | · | 1 | 4 | -5 | 8 | -7 | 3
C[C@H]1CN([C@@H](C)CO)S(=O)(=O)c2ccc(/C=C/c3ccccc3)cc2O[C@@H]1CN(C)C(=O)Nc1ccc(F)cc1 | 6[16.7 µM] | 28* | 0 | 3 | 1 | -30 | -3
Cc1noc(C)c1NC(=O)Nc1ccc2c(c1)C(=O)N([C@H](C)CO)C[C@@H](C)[C@@H](CN(C)C(=O)Nc1ccc(F)cc1)O2 | -3[16.7 µM] | -4 | 51* | -3 | -2 | 13 | -2
Cc1csc(NC(=O)c2ccc(COc3ccccc3)o2)n1 | -4 | -3 | 4 | -2 | 63* | 7 | 2
NNC(=O)COc1ncn(-c2ccccc2)n1 | -1 | · | · | 0 | 10 | -16 | -2
C[C@H](CO)N1C[C@H](C)[C@H](CN(C)S(=O)(=O)c2ccc(Cl)cc2)OCCCC[C@H](C)Oc2ccc(NS(C)(=O)=O)cc2C1=O | 4[16.7 µM] | 2 | 2 | 3 | 15 | -6 | -2
Cc1nn(CC(=O)NC(=O)c2ccccc2)c(C)c1[N+](=O)[O-] | -4 | 0 | 1 | -2 | -5 | 11 | 34
O=C(CSc1nc2ccccc2c(=O)n1CCCN1CCOCC1)NC12CC3CC(CC(C3)C1)C2 | · | 3 | 2 | · | · | · | 8
CC(C)(C)NC(=O)CSc1nncn1NCc1cccc2ccccc12 | 4 | · | · | 2 | 2 | -3 | 1
CC(C)n1[nH]c2ccccc2c1=O | 12 | -9 | 3 | 3 | -5 | -1 | ·
CCN(CC(=O)Nc1ccccc1C(F)(F)F)C(=O)c1ccccc1Sc1ccccc1C#N | -13 | -2 | -2 | 1 | -22 | -6 | 0
C[C@@H]1CN([C@H](C)CO)C(=O)c2cc(-c3cccc(F)c3)cnc2O[C@H]1CN(C)S(=O)(=O)c1cccc(F)c1 | 0[16.7 µM] | -1 | -2 | -11 | · | -22 | 2
O=C(N/N=C/c1ccccc1O)C(=O)N1CCCCCC1 | -4 | -3 | 4 | 4 | 0 | 5 | 67*
CN(C[C@H]1N[C@@H](CO)[C@@H]1c1ccccc1)C(=O)c1ccccn1 | -21[16.7 µM] | -3 | 9 | -1 | -4 | -21 | -10
O=C(NCC(=O)N1CCN(c2ncccn2)CC1)c1ccccc1OC(F)F | -5 | -2 | 4 | 13 | · | -4 | 1
COC(=O)CCC(=O)OC1(C)C(=O)C2=CN(c3ccccc3)C(c3ccc(OC)cc3)=CC2=C(Br)C1=O (stereo unspecified) | 1 | · | -2 | -1 | · | · | 2
CC(C)(C)NC(=O)/C(=C/c1ccco1)c1ccccc1 | -1 | · | · | -1 | · | -11 | 2
C1=CC2CC1CC2CN1CCN(c2ccccc2)CC1 (stereo unspecified) | · | -2 | 8 | -6 | 1 | 9 | -6
O=C(Cc1ccc(Cl)cc1)Nc1ccc(S(=O)(=O)Nc2ncccn2)cc1 | · | 4 | 0 | -1 | 3 | 9 | -7
O=C(Nc1ccc(Cl)cn1)c1ccccc1[N+](=O)[O-] | 40 | 0 | 2 | 2 | 8 | -9 | ·
Cn1c(SCC(=O)Nc2ccc(F)cc2)nnc1C1CC1 | 1 | -5 | 2 | 8 | 2 | -5 | 1
C=CCOc1ccc(/C=C2/C(=N)N3N=C(CC(=O)N4CCCC4)SC3=NC2=O)cc1OC | -1 | 10 | 4 | 1 | 3 | 2 | -5
C/C=C/c1ccc([C@@H]2[C@H](CO)N(C(=O)NCCC)[C@H]2CNC(=O)C2CCC2)cc1 | 7[16.7 µM] | · | · | 1 | 1 | 15 | -5
CN(C)C(=O)c1nc2ccc(Cl)cn2c1CN1CCN(c2ncccn2)CC1 | -1 | 1 | 3 | -1 | -10 | 4 | -8
CN(C)c1ccc(/C=N/NC(=O)CNC(=O)c2ccc3c(c2)OCCO3)cc1 | · | 1 | 4 | · | · | · | 4
COc1ccc(-c2csc(NC3OC(=O)c4ccccc43)n2)cc1 (stereo unspecified) | · | -4 | 1 | -2 | · | · | -4
CC(C)CC#Cc1cnc2c(c1)C(=O)N([C@@H](C)CO)C[C@@H](C)[C@H](CN(C)C(=O)c1ccc(F)cc1)O2 | -7[16.7 µM] | 2 | -6 | 0 | -1 | 13 | 5
CCc1cccc(CC)c1NC(=O)CSc1nnc(CCC(=O)O)c(=O)[nH]1 | -7 | 1 | 0 | 1 | -2 | 10 | -7
CCN(CC)CCN1C(=O)C(=O)/C(=C(/O)c2c(C)[nH]c(C(=O)OC)c2C)C1c1ccc(C)o1 (stereo unspecified) | · | -2 | 2 | · | · | · | 0
Cc1ccc(-c2c(NC(=O)C(C)C)n(C)c3ccccc3c2=O)cc1 | -3 | -2 | 1 | 0 | 4 | 9 | -6
CC/C(=N\NC(=O)Nc1nonc1N)c1ccc(OC)c(OC)c1 | · | 2 | · | 2 | -4 | 0 | 0
Cc1ccc(S(=O)(=O)N2CCN(C(=O)Cn3c(=O)cnc4ccccc43)CC2)cc1 | -12 | 15 | 1 | 0 | 0 | -1 | 4
CN1[C@H](C(=O)NCc2ccccn2)[C@@H](CO)[C@@H]2Cn3c(ccc(-c4ccc(F)cc4)c3=O)[C@@H]21 | 2[16.7 µM] | -1 | -4 | 1 | 1 | 6 | 11
Nc1ncnc2c1ncn2[C@@H]1O[C@H](C(=O)N[C@H]2c3ccccc3C[C@H]2OC=O)[C@@H](O)[C@H]1O | 9 | 2 | 4 | 0 | -2 | -3 | ·
COc1ccc(NC(=O)CSCc2cc(=O)n3nc(C4CC4)sc3n2)cc1 | -3 | 7 | 0 | 2 | -7 | 12 | 8
CCOc1nc(NCCC2=CCCCC2)nc(N2CCOCC2)n1 | -1 | · | · | -1 | 3 | -5 | -3
CCC1CCCCN1C(=O)CSc1nnc(CNC(=O)c2cc(OC)c(OC)c(OC)c2)o1 (stereo unspecified) | -4 | · | · | 3 | 0 | · | -7
CCCCOc1ccc(/C=C/C(=O)Nc2ccc(C(N)=O)cc2)cc1 | -4 | · | · | · | -4 | 2 | -20
O=S1(=O)N=C(SCCO)c2ccccc21 | -1 | · | · | 2 | 2 | 8 | -4

3 of the compounds above, as labelled records.
CN(C)c1ccc(/C=N/NC(=O)CNC(=O)c2ccc3c(c2)OCCO3)cc1
  miR-122 sensor: ·; SIRT5 block: 1; ERp5 inh: 4; Cneo AK release: ·; esBAF inh: ·; Statin myotox sup: ·; ARNT-TACC3 inh: 4

CN1[C@H](C(=O)NCc2ccccn2)[C@@H](CO)[C@@H]2Cn3c(ccc(-c4ccc(F)cc4)c3=O)[C@@H]21
  miR-122 sensor: 2[16.7 µM]; SIRT5 block: -1; ERp5 inh: -4; Cneo AK release: 1; esBAF inh: 1; Statin myotox sup: 6; ARNT-TACC3 inh: 11

Cc1ccc(-c2c(NC(=O)C(C)C)n(C)c3ccccc3c2=O)cc1
  miR-122 sensor: -3; SIRT5 block: -2; ERp5 inh: 1; Cneo AK release: 0; esBAF inh: 4; Statin myotox sup: 9; ARNT-TACC3 inh: -6

Later entries:
molecule | miR-122 sensor | SIRT5 block | ERp5 inh | Cneo AK release | esBAF inh | Statin myotox sup | ARNT-TACC3 inh
O=C(NCc1ccccc1)c1ccc(N2CCC3(CC2)CC(c2ccccc2)=NO3)c([N+](=O)[O-])c1 | -1 | -1 | -4 | 0 | 2 | 14 | ·
Cc1ccc(CC(=O)Nc2ccc(OC(F)F)c(Cl)c2)cc1C | · | -3 | 2 | · | · | · | -4
O=C(NC1CCCCCCC1)c1cc(F)c(F)cc1Cl | · | -3 | -2 | 2 | · | · | -17
COc1ccc(C2=NOC(C(=O)Nc3cc(C)on3)C2)cc1OC (stereo unspecified) | 1 | 6 | -4 | · | -9 | 11 | 22
CN(c1ccccc1C(=O)N1CCCC1)S(C)(=O)=O | -4 | · | · | 3 | -10 | 100* | -26
CCCC#Cc1ccc2c(c1)O[C@H](CN(C)C(=O)c1cccnc1)[C@@H](C)CN([C@@H](C)CO)S2(=O)=O | -22[16.7 µM] | 0 | 2 | -6 | 2 | · | -7
COc1ccc(S(=O)(=O)N2CCCCCC2)cc1NC(=O)Cc1ccccc1 | · | 3 | 1 | · | · | · | -5
NC(=O)c1ccc(NC(=O)COC(=O)CC23CC4CC(CC(Br)(C4)C2)C3)cc1 | -2 | -7 | 3 | -1 | -3 | -4 | -2
Cc1nnnn1/C(=C\c1ccccc1)C(=O)OCC(=O)NC1CCCCC1 | · | -4 | 0 | 2 | 30 | 5 | -4
O=C(OCc1nnc(-c2ccccc2)o1)c1cc(=O)c2ccccc2o1 | · | · | · | 1 | 22 | 5 | -6
